Bioassay records deposited in PubChem by Sanford-Burnham Center for Chemical Genomics.
UPR CHOP act – activators of apoptotic CHOP UPR arm, primary screen, cell-based, CHO-CHOP luciferase reporter, luminescence, uHTS | UPR activation; percent of tunicamycin response over DMSO baseline | activation, % at 10 µM | 330,000 compounds, 0.34% hits | AID 449763, 2010;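 active means at 10 µM dose, activation of 40% or more, normalized to positive control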;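 further: 100% = tunicamycin at 10 µg/mL and 0% = DMSO alone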
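Assay system: CHO cells with stable CHOP pathway luciferase reporter; Buffer or medium: F12 plus 10% serum; Times: 16-18 h cell attachment, then 6 h compound exposure, 37 °C; Signal: luciferase luminescence; Read-out basis: percent activation relative to tunicamycin control; Control set: tunicamycin high control, DMSO low control.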
Mdm2-MdmX inh – inhibitors of human Mdm2-MdmX association, primary screen, cell-based, luminescence, split luciferase, SaOS-2, uHTS; SaOS-2 split-luciferase Mdm2/MdmX complementation; inhibition, % at 8 µM; 330,000 compounds, 3% hits;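 active means inhibition of at least 50% at 8 µM in the primary screen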
Target sequence (O15151 whole entry, looked up): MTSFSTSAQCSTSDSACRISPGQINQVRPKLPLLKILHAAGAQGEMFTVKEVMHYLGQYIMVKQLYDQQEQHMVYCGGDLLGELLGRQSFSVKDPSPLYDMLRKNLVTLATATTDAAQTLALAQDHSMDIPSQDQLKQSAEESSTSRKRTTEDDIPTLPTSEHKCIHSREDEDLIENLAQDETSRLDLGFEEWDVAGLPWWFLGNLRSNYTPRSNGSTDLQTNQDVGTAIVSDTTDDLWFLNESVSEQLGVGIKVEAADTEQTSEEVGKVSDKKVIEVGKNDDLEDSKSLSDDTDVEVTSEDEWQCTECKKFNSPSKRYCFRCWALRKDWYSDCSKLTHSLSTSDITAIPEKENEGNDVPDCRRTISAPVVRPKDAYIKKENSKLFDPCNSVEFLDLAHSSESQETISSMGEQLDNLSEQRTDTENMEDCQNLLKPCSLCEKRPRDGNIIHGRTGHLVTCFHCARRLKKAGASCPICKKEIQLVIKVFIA
Target sequence (Q00987 whole entry, looked up): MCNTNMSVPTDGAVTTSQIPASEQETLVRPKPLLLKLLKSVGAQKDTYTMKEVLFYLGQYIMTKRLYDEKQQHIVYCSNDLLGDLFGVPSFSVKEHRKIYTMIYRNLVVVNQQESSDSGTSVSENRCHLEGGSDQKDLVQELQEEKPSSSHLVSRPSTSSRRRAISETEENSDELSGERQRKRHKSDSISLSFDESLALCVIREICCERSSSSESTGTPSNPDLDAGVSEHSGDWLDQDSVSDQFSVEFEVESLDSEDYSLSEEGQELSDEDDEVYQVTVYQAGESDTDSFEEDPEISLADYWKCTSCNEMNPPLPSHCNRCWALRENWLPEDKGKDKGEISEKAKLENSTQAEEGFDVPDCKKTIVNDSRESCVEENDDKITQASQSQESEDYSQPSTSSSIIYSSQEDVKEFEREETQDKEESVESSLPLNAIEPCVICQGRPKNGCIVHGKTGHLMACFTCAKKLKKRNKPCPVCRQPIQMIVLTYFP
697 NFkB inh – inhibitors of PMA/ionomycin-induced NF-kB reporter, 697 cells, primary screen, B-cell NF-kB inhibitor project, cell-based, luminescence, uHTS; 330,000 compounds, 0.33% hits; inhibition, % at 4 µM; 697 B-cell NF-kB luciferase reporter, 16 h; in the data active means inhibition above about 35%
TIM10 inh – growth inhibitors of isogenic TIM10 control yeast, primary screen, counter-screen for tim10-1 yeast inhibitor project, luminescence, uHTS. S. cerevisiae TIM10 strain growth, BacTiter-Glo luminescence, 24 h. inhibition, % at 10 µM. 330,000 compounds, 1.4% hits. AID 463195, 2010;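 active means inhibition of 40% or more at the single tested concentration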;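 further: wild-type TIM10 isogenic control strain grown at permissive 25 °C; 0% = DMSO yeast wells and 100% = minimal medium wells without yeast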
tim10-1 inh – growth inhibitors of tim10-1 mutant yeast, primary screen, luminescence, uHTS; S. cerevisiae tim10-1 ts strain growth, BacTiter-Glo, 24 h; inhibition, % at 20 µM; 330,000 compounds, 2.2% hits; AID 463190, 2010;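 active means inhibition of at least 40%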;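 further: mutant grown at 25 °C; 0% = DMSO wells with yeast and 100% = wells holding no yeast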
UPR XBP1 act – activators of adaptive XBP1 UPR arm, primary screen, cell-based, CHO-XBP1 luciferase reporter, luminescence, uHTS. IRE1-XBP1 UPR activation; percent of tunicamycin response, DMSO as zero. activation, % at 20 µM. 330,000 compounds, 0.33% hits. AID 463104, 2010;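 active means versus positive control, 20 µM dose yields 30% or more activation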;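 further: 100% = tunicamycin at 10 µg/mL and 0% = DMSO only wells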
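Assay system: IRE1-XBP1 luciferase reporter CHO line. Input: 1000 cells/well. Buffer or medium: F12 with 10% serum. Doses: 20 µM, 1% DMSO. Times: overnight seeding at 37 °C, 6 h compound treatment at 37 °C. Technique: Steady-Glo luciferase glow luminescence, 10 min after reagent addition.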
Jurkat NFkB inh – inhibitors of induced NF-kB luciferase reporter, primary screen, TCR NF-kB activation inhibitor project, cell-based, luminescence, uHTS; Jurkat, PMA/ionomycin-induced NF-kB luciferase reporter; inhibition, % at 4 µM; 330,000 compounds, 0.53% hits; AID 435003, 2010; in the data active means inhibition above about 50%
tim23-1 inh – growth inhibitors of tim23-1 mutant yeast, primary screen, luminescence, uHTS; inhibition, % at 20 µM; S. cerevisiae tim23-1 growth, BacTiter-Glo luminescence, 24 h; 330,000 compounds, 1.3% hits;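 active means growth inhibition of the mutant yeast at or above 50%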;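 further: temperature-sensitive mutant grown at 25 °C; plate controls were DMSO-treated mutant yeast for no effect and medium wells lacking yeast for full effect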
* = called active by the depositor.

SMILES | UPR CHOP act | Mdm2-MdmX inh | 697 NFkB inh | TIM10 inh | tim10-1 inh | UPR XBP1 act | Jurkat NFkB inh | tim23-1 inh
C=CCOc1ccc(C2=NOC(C(=O)Nc3ccc4c(c3)OCCO4)C2)cc1OC (stereo not drawn) | -3.2 | 35 | -8 | 15 | 3 | -5 | 1 | 25
CC(C)C1NC(=S)N(Cc2ccccc2)C1=O (stereo not drawn) | -2.0 | -1 | -32 | -2 | 11 | -1 | -2 | -6
CCC(=O)Nc1c(-c2ccc3ccccc3c2)nc2ccccn12 | 2.4 | 14 | -9 | -4 | 2 | -3 | -17 | 2
COc1ccc(-n2c(SCC(=O)NCC3CCCO3)nc3c(c2=O)SCC3)cc1 (stereo not drawn) | -1.2 | -10 | -19 | 2 | -4 | -3 | -9 | 0
O=C(CSc1nc2cc(Cl)ccc2o1)NC1CC1 | -1.0 | -57 | 11 | 3 | -17 | -3 | -28 | -7
CCN(CC)C(=O)c1ccc(Nc2nnc(-c3ccc(O)cc3)c3ccccc23)cc1 | 3.0 | 14 | -24 | -5 | 4 | -3 | 12 | 2
CN(C)S(=O)(=O)c1ccc(C(=O)Nc2ccccc2C(=O)NCCCN2CCOCC2)cc1 | -1.1 | 4 | 1 | 4 | 1 | 0 | -14 | 4
Cc1ccc(C(=O)Nc2cnc3ccccn3c2=O)cc1 | 2.4 | -22 | -23 | -7 | 9 | 0 | -93 | 0
Cc1nc(COc2cc3oc(=O)cc(C)c3cc2Cl)cs1 | 2.6 | -5 | -29 | 14 | 36 | 1 | -6 | 14
Cn1cc(Br)c(NC(=O)/C=C/C(=O)O)n1 | 0.4 | 28 | -3 | 66* | 2 | -2 | 7 | 17
Cc1ccc(C(=O)N/C(=C\c2cccnc2)C(=O)N2CCCC2)cc1 | 1.7 | 19 | 4 | 10 | -17 | -6 | -9 | -4
CCN(c1nc(C)cc(OC)n1)S(=O)(=O)c1ccccc1 | -0.6 | 23 | 6 | 3 | 40* | -2 | 5 | 33
Cc1ccc(NC(=O)CSc2nnc(C)c(=O)[nH]2)cc1C | -3.0 | 10 | 5 | 7 | 11 | -2 | 7 | -10
S=C(NCCc1ccccc1)NC1CC1 | 1.3 | 6 | -28 | -18 | 4 | 2 | 0 | -3
Cc1cc(NC(=O)COC(=O)c2c(C)c(C)c(C)c(C)c2C)no1 | -0.9 | 0 | 7 | 6 | 2 | -3 | 16 | 10
CCCCCn1nc(C(=O)OCC(=O)c2c(N)n(C)c(=O)n(C)c2=O)c2ccccc2c1=O | -0.3 | 8 | 1 | 13 | 18 | 4 | 11 | 21
CCc1ccc(OCC(=O)NNC(=O)Cc2ccc(S(=O)(=O)N3CCOCC3)s2)cc1 | 1.3 | 23 | 15 | -7 | 8 | -1 | 17 | 6
COc1cc(C2N=C(c3ccccc3)NO2)cc(Br)c1O (stereo not drawn) | 3.2 | 8 | 2 | 12 | 8 | 3 | 2 | 20
COC(=O)C1CC23C=CCN4CCC5(c6ccccc6NC15C2C)C43 (stereo not drawn) | 0.6 | 48 | 11 | 10 | 40 | 11 | 35 | 29
O=S(=O)(Nc1ccccc1)c1ccc(-c2csnn2)cc1 | 1.3 | 7 | -1 | 29 | 9 | -1 | 11 | 17

Sorted by molar mass (rising): part of the list above
SMILES | UPR CHOP act | Mdm2-MdmX inh | 697 NFkB inh | TIM10 inh | tim10-1 inh | UPR XBP1 act | Jurkat NFkB inh | tim23-1 inh
CCN(c1nc(C)cc(OC)n1)S(=O)(=O)c1ccccc1 | -0.6 | 23 | 6 | 3 | 40* | -2 | 5 | 33
O=S(=O)(Nc1ccccc1)c1ccc(-c2csnn2)cc1 | 1.3 | 7 | -1 | 29 | 9 | -1 | 11 | 17
CCCCCn1nc(C(=O)OCC(=O)c2c(N)n(C)c(=O)n(C)c2=O)c2ccccc2c1=O | -0.3 | 8 | 1 | 13 | 18 | 4 | 11 | 21

Single records (already shown). Order of screens: UPR CHOP act	Mdm2-MdmX inh	697 NFkB inh	TIM10 inh	tim10-1 inh	UPR XBP1 act	Jurkat NFkB inh	tim23-1 inh
`S=C(NCCc1ccccc1)NC1CC1` as listed: 1.3	6	-28	-18	4	2	0	-3
`Cc1ccc(C(=O)N/C(=C\c2cccnc2)C(=O)N2CCCC2)cc1` as listed: 1.7	19	4	10	-17	-6	-9	-4
`Cc1ccc(NC(=O)CSc2nnc(C)c(=O)[nH]2)cc1C` as listed: -3.0	10	5	7	11	-2	7	-10

Other structures
SMILES | UPR CHOP act | Mdm2-MdmX inh | 697 NFkB inh | TIM10 inh | tim10-1 inh | UPR XBP1 act | Jurkat NFkB inh | tim23-1 inh
Cc1ccc(CN2CCCCC2C(=O)Nc2ccc(Oc3cccnc3)cc2)o1 (stereo not drawn) | 2.9 | 44 | -20 | 11 | 22 | -5 | 69* | 23
Cc1ccc(NNC(=O)CCc2ccccc2)c(C)c1 | 2.1 | -2 | 6 | 4 | -38 | -2 | 14 | -9
COc1ccc(C)cc1N(CC(=O)NC1CCCC1)C(=O)Cn1nnc(-c2ccc(C)o2)n1 | 1.6 | 7 | 2 | 0 | 15 | -1 | 2 | 21
O=C(NCc1ccccc1)C1CCCN(S(=O)(=O)c2cccs2)C1 (stereo not drawn) | -2.3 | 2 | 19 | -7 | 10 | -1 | -7 | 10
Cc1ccc(C)c(OCCC(=O)NNC(=O)Cn2nc(C)cc2C)c1 | 0.8 | 20 | 3 | -10 | 4 | -2 | 2 | -1
O=C(CCCn1c(=O)c2sccc2n(Cc2ccc(F)cc2)c1=O)NCc1ccco1 | 0.0 | 39 | -11 | -5 | 12 | -1 | 19 | 8
CCN1CCN(C(=S)NCC2CCCO2)CC1 (stereo not drawn) | -1.6 | -2 | 10 | 2 | 1 | -11 | 1 | 1
Cc1cccc(Oc2ncnc3onc(C)c23)c1C | -3.8 | 3 | 8 | 1 | 10 | 1 | -10 | 15
C[N+]1(CCCOC(=O)C2(c3ccccc3)CCCC2)CCOCC1 | -1.6 | 34 | 4 | -4 | -9 | -2 | 4 | -6
Clc1ccc(Nc2nc(N3CCOCC3)nc(N3CCOCC3)n2)cc1Cl | 5.0 | 44 | 6 | 1 | 13 | -3 | -32 | 26
O=C(COc1ccccc1[N+](=O)[O-])OCC(=O)c1ccc(Br)s1 | 1.0 | 3 | 19 | -10 | -1 | 3 | 8 | 5
CCN1C(=O)[C@H]2[C@@H](c3ccc(C)cc3)N3C(=O)N(c4ccccc4)C(=O)[C@@]3(Cc3ccccc3)[C@H]2C1=O | 0.0 | 11 | 5 | 12 | -8 | -1 | 6 | 2
CCC(C)c1ccc(NC(=S)NC(C)C2CCCO2)cc1 (stereo not drawn) | 3.5 | 10 | 4 | 36 | 24 | -3 | 0 | 41
COCCCNC(=S)N1CCN(c2nc(-c3cccc(OC)c3)cs2)CC1 | 2.2 | -19 | -14 | 5 | 2 | -2 | -10 | 32
CN(C)c1ccc(S(=O)(=O)N2CCCCC2)cc1NC(=O)CCNC(=O)c1ccc(Cl)cc1 | 1.9 | 4 | 17 | 3 | -4 | -5 | 1 | 5
COc1ccc(NC2CCCN(C(=O)CCCN3CCCCC3=O)C2)cc1 (stereo not drawn) | 0.2 | 29 | -8 | -3 | 2 | -4 | 7 | 0
CNC(=O)CSc1n[nH]c(-c2cc(Cl)ccc2OC)n1 | 0.3 | -11 | 9 | 13 | 9 | -1 | 4 | 0
COc1ccc(C(C(=O)NC2CCCC2)N(CCN(C)C)C(=O)c2snc(C(N)=O)c2N)cc1 (stereo not drawn) | 2.0 | -17 | 17 | 5 | 0 | -4 | -14 | -3
Cc1nnc(SCC(=O)N2CCc3ccccc3C2)s1 | 1.1 | 20 | 15 | -10 | 7 | -2 | 6 | 7
O=C(CSC1=NCCS1)Nc1ccc(S(=O)(=O)NC2CCCCC2)cc1 | 1.0 | -2 | 7 | 1 | 2 | 2 | 2 | -11
O=C(Nc1ccc(Cl)c(Cl)c1)c1ccncc1 | 6.2 | -42 | -29 | 14 | 28 | 1 | -31 | 10
COc1ccc(NC(=S)N(CCN(C)C)Cc2cccs2)cc1 | 0.6 | -23 | -17 | 8 | 0 | -1 | -7 | 12
CCOC(=O)N1C(=O)[C@@](c2ccc(Cl)cc2)(C(C)C)N1C(=O)OCC | 31 | 88* | 1 | -10 | 44* | -5 | -3 | -16
COc1ccc2[nH]cc(/C=C/c3cc[n+](C)cc3)c2c1 | -0.7 | 13 | -19 | 6 | -14 | 5 | 7 | 2
CC1=NN(Cc2ccccc2)C(=O)/C1=C\c1ccc(N(C)C)cc1 | -0.1 | 5 | 20 | 20 | 21 | 2 | -1 | 21
CN(Cc1ccon1)C(=O)CC1C(=O)NCCN1CC1CCCCC1 (stereo not drawn) | -0.6 | 7 | -9 | -10 | 8 | 0 | -10 | 1
CC(CNC(=O)c1cc(COc2ccc3ncccc3c2)on1)c1ccccc1 (stereo not drawn) | 3.1 | 27 | -29 | -4 | 6 | -5 | 38 | 18
CCOc1ccc(N(CC(=O)NCc2ccccc2)C(=O)Cn2nnc(-c3ccc(C)o3)n2)cc1 | -0.4 | 19 | -4 | 16 | -11 | -5 | -3 | 9
CCn1cc(Cl)c(C(=O)NNC(=O)CCn2nc(C)c([N+](=O)[O-])c2C)n1 | 3.5 | -2 | 10 | -20 | 1 | 0 | 5 | 9
Fc1cccc(CCN2C(=S)NC[C@@H]2CC2CCCCC2)c1 | 0.9 | 27 | -7 | 18 | 38 | -1 | 19 | 33

Entries listed above shown as hits in Jurkat NFkB inh:
Structure	Mdm2-MdmX inh	697 NFkB inh	Jurkat NFkB inh
Cc1ccc(CN2CCCCC2C(=O)Nc2ccc(Oc3cccnc3)cc2)o1 (stereo not drawn)	44	-20	69*

(list continues)
SMILES | UPR CHOP act | Mdm2-MdmX inh | 697 NFkB inh | TIM10 inh | tim10-1 inh | UPR XBP1 act | Jurkat NFkB inh | tim23-1 inh
O=C(c1ccc(N2CCN(C(=O)c3ccccc3Br)CC2)cc1)c1cccc(F)c1 | -0.7 | 9 | -22 | 25 | 34 | -6 | 2 | 32
Cc1ccc(NC(=O)CN(c2ccccc2)S(=O)(=O)N(C)C)cc1 | 1.3 | -11 | 12 | 14 | 11 | -3 | 15 | 15
Cc1cc(NS(=O)(=O)c2ccc(NC(=O)CCCOc3ccc(Cl)cc3)cc2)no1 | 2.8 | -28 | -4 | -2 | 5 | 1 | -3 | 7
CC1CC2=C(NC(=S)NC2c2ccccc2F)/C(=C/c2ccccc2F)C1 (stereo not drawn) | 0.0 | 8 | -11 | -2 | 40 | -1 | -12 | 28
COc1cc(Br)cc(/C=C/c2ccc3cccc(O)c3n2)c1O | 0.9 | 81* | -16 | 20 | 49* | 12 | 1 | 41
CC(C)NC(=O)CCCn1c(=S)[nH]c2cc3c(cc2c1=O)OCO3 | 1.3 | -6 | 0 | 9 | 18 | 1 | -9 | 10
CCCc1[nH]n(-c2nc3ccccc3s2)c(=O)c1C=NCCCOC | 2.5 | 11 | 2 | 20 | 7 | -4 | -1 | 6
Cc1onc(-c2ccccc2Cl)c1C(=O)NCc1ccccc1 | -1.0 | 4 | 11 | 3 | -8 | -2 | 2 | -2
Cc1ccc(S(=O)(=O)N(C)CC(=O)O/N=C(\N)c2ccc([N+](=O)[O-])cc2)cc1 | 2.3 | -13 | -11 | 9 | 23 | 1 | 14 | 4
CC1CCc2c(C(=O)NCc3cccnc3)csc2C1 (stereo not drawn) | -1.1 | -45 | -13 | -10 | -4 | 0 | -11 | -7
O=C(Nc1ccc(S(=O)(=O)Nc2ncccn2)cc1)C12CC3CC(CC(C3)C1)C2 | 0.3 | -8 | 8 | 12 | 8 | -3 | 2 | 12
